hERG rescue: compounds protecting human hERG from proarrhythmic drug block; CHO-hERG, FluxOR thallium flux, dofetilide IC70 present; 0.51% of 310,000 active; Q12809; activation (rescue from dofetilide block), less the hit threshold, % at 10 µM;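 active means activation above the mean of controls blocked by dofetilide plus 5 SD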;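 further: thallium influx through hERG after potassium depolarization seen as dye fluorescence rise; in these data hits start at about 4.7%; inactives centre near -7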
TRPC4 PAM: allosteric potentiators of mouse TRPC4 channel; Q9QUQ5; HEK293 TRPC4beta/mu-opioid, DAMGO EC20, Fluo-4 Ca2+ flux; active compounds read high; B-score at 10 µM; 0.42% of 310,000 active; AID 2227;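 active means B-score of calcium response area above 5 SD of library B-scores, with initial fluorescence ratio within 5 SD of library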;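 further: B-score of integrated fluorescence ratio over time as area under calcium response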
HDAC3 inhib: human HDAC3 inhibition; AID 2718; O15379; 0.15% of 320,000 active; inhibition, % at 8.3 µM; recombinant HDAC3, fluorogenic peptide/trypsin coupled, fluorescence; in the data active means inhibition above about 26%, passing the limit was not always enough
Target sequence (O15379 whole entry, looked up): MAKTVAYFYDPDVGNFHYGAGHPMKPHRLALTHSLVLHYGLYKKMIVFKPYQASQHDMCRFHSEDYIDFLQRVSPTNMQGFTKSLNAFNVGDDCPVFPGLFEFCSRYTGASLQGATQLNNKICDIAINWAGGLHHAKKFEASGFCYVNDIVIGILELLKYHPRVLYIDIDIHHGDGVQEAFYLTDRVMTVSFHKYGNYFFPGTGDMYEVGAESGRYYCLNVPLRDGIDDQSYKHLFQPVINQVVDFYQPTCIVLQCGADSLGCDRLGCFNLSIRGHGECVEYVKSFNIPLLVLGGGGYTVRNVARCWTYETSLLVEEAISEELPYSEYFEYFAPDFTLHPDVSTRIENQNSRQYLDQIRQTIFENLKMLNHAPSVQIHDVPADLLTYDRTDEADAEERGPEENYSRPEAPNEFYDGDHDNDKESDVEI
DYRK1A inh: Dyrk1A (rat) kinase inhibition. inhibition, % at 12.5 µM. ADP-Glo luminescence, NFATc1 peptide. Q63470. 0.43% of 310,000 active; in the data active means inhibition above about 50%;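 further: plate controls were vehicle with enzyme for no effect and no enzyme for full effect; many of its hits are not listed in these tables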
ANO1 activ: mouse TMEM16A channel activation, primary screen; Q8BHY3; HEK293 TMEM16A/YFP-H148Q/I152L, iodide quench fluorescence; active compounds read low; B-score at 10 µM; 0.3% of 340,000 active; AID 623877;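 active means fluorescence-ratio B-score plate-corrected deviation score at least 3 library SD below zero, with starting fluorescence score within 5 deviations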;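 further: channel opened by trigger with iodide after compound preincubation; score built on the fluorescence ratio of max minus min over baseline; more negative score means more quench and so TMEM16A activation or potentiation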
TRPC4 agonist: TRPC4 (mouse) channel activation. Q9QUQ5. AID 2237. 0.49% of 310,000 active. B-score at 10 µM. HEK293 TRPC4beta/mu-opioid, Fluo4 calcium fluorescence; active compounds read high;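 active means B-score above 5 SD of library B-scores, and initial fluorescence ratio not above library mean plus 5 SD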;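 further: positive B-score marks a calcium rise read as TRPC4 activation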
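system = HEK293 cells stably co-expressing mouse TRPC4beta and mu-opioid receptor | schedule = Fluo4 dye loading 45 min at room temperature, 110 s recording | measure = B-scored integrated calcium fluorescence ratio | signal = Fluo4 calcium-sensitive dye fluorescence, kinetic, 1 Hz baseline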
ANO1 block: inhibitors of mouse TMEM16A calcium-activated chloride channel | HEK293 TMEM16A/YFP iodide influx fluorescence, ionomycin | normalized B-score (activity score, 25-100; higher = stronger inhibition) at 10 µM | Q8BHY3 | 1.2% of 310,000 active;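 active means ratio plate-corrected score three or more library SD toward inhibition, starting fluorescence score within five deviations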;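 further: score derived from kinetic fluorescence span divided by baseline fluorescence per well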
KCNQ1 block: inhibitors of human KCNQ1 potassium channel; P51787; CHO-K1 KCNQ1, FluxOR thallium flux fluorescence; active compounds read high; B-score at 10 µM; 1.3% of 310,000 active;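 active means compounds whose thallium flux B-score, printed positive for inhibition, exceeds three library SD while starting fluorescence stays within three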;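 further: channel opened by potassium depolarization with thallium stimulus after 20 min compound exposure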
KCNK3 inh: human KCNK3 channel inhibition, primary screen; O14649; CHO-KCNK3 thallium flux, FluxOR fluorescence; active compounds read low; B-score at 10 µM; 0.84% of 340,000 active; AID 602410;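 active means B-score under library mean minus 4 SD, starting fluorescence ratio at most library mean plus 5 SD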;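 further: more negative B-score means stronger inhibition of thallium flux through KCNK3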
Target sequence (O14649 whole entry, looked up): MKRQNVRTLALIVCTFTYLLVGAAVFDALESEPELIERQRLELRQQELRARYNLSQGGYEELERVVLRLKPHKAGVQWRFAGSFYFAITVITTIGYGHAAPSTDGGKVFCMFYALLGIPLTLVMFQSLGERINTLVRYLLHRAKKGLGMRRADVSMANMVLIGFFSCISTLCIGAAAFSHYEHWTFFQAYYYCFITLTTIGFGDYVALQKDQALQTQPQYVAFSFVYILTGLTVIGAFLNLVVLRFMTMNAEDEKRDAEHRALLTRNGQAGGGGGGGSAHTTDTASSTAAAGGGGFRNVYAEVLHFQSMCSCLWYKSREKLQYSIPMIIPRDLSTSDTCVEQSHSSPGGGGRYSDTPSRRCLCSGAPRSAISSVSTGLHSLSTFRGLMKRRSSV
KCNK9 inh: blocks the human KCNK9 two-pore domain potassium channel. HEK293 KCNK9, FluxOR thallium flux fluorescence; active compounds read low. B-score at 10 µM. 1.2% of 310,000 active;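 active means ratio B-score over 3 SD below the library mean, with starting fluorescence within 5 SD of its mean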;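 further: negative B-score means less thallium flux so channel inhibition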
KCNQ1 pot: human KCNQ1 channel potentiation or activation; B-score at 10 µM; CHO-K1 KCNQ1, thallium flux FluxOR fluorescence; active compounds read high; AID 2648; 0.35% of 310,000 active; P51787;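 active means fluorescence ratio B-score, a plate-corrected score, at least three library SD, with initial intensity B-score within 5 SD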
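Doses: Single concentration per compound, DMSO matched to controls | Test system: KCNQ1-transfected CHO-K1 cells | Timing: 90 min dye loading and 20 min compound exposure, both at room temperature | Measured by: Kinetic FluxOR thallium fluorescence, 10-s 1-Hz baseline, 110-s post-stimulus read | Medium: Assay buffer with matched DMSO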
Active calls of the source: *; i = inactive; x = not tested or not shown. Some of the compounds tested, so the mix of outcomes need not match the whole.

SMILES,hERG rescue,TRPC4 PAM,HDAC3 inhib,DYRK1A inh,ANO1 activ,TRPC4 agonist,ANO1 block,KCNQ1 block,KCNK3 inh,KCNK9 inh,KCNQ1 pot
Cc1cc(NC(=O)COc2cccc([N+](=O)[O-])c2)no1,-8,i,0,-2,i,i,i,i,i,i,i
COc1cc(NC(=S)NCc2cccnc2)cc(OC)c1,-1,i,-1,1,i,i,i,i,i,i,i
Cc1nn(Cc2ccccc2)c(N)c1C#N,-6,i,-6,-1,i,i,i,i,i,i,i
CC1CCCCC1NC1=NCCCS1 (centres undefined),-16,i,9,x,x,i,i,i,x,i,i
Cc1cnc(C(=O)Nc2ccc(N3CCOCC3)cc2)cn1,-4,i,6,-6,i,i,i,i,i,i,i
Cc1nc(N2CCOCC2)nc2c1CCC2,-6,i,-23,0,i,i,i,i,i,i,i
O=C(N/N=C/c1ccccn1)c1ccc(Cl)cc1,-11,i,3,8,i,i,i,i,i,i,i
CCCn1c(SCC(=O)NC2CC2)nnc1-c1cccs1,-8,i,-6,-1,i,i,i,i,i,i,i
O=C(Nc1ccc(F)cc1)c1ccc(S(=O)(=O)N2CCCC2)cc1,-6,i,10,9,i,i,i,i,i,i,i
O=C(NCC1CCCO1)Nc1ccc(Cl)cc1 (centres undefined),-2,i,0,13,i,i,i,i,i,i,i
O=S(=O)(Nc1ccc(N2CCCCC2)cc1)c1ccc(F)cc1F,-7,i,-3,x,i,i,i,i,i,i,i
COc1ccc(NC(=O)C2CCC(CNc3c(N4CCC(C)CC4)c(=O)c3=O)CC2)cc1OC (centres undefined),-10,i,0,4,i,i,i,i,i,i,i
CCc1ccc(N2CC34C=CC(O3)C(C(=O)OC)C4C2=O)cc1 (centres undefined),-4,i,0,5,i,i,i,i,i,i,i
CCCCC(=O)Nc1ccc(C(=O)NCCCn2ccnc2)cc1,-9,i,-7,-1,i,i,i,i,i,i,i
CCCCC(=O)Nc1ccc(N2CCCC2)cc1,-10,i,9,-8,i,i,i,i,i,i,i
COc1ccc(CNC(=O)COc2ccc(S(=O)(=O)NC(C)C)cc2)cc1,-2,i,-1,-5,i,i,i,i,i,i,i
Fc1ccc2nc(N3CCCCC3)sc2c1,-11,i,-4,-1,i,i,i,i,i,i,i
O=C(Cc1c(F)cccc1Cl)Nc1nc2ccccc2s1,-6,i,1,51*,i,i,i,i,i,-13*,i
CC(C)NC(=O)NC(=O)COc1ncnc2sccc12,-8,i,-3,4,i,i,i,i,i,i,i
Cc1nn(CC(=O)OCCOc2ccc(Br)cc2)c(C)c1[N+](=O)[O-],-3,i,14,2,i,i,i,i,i,i,i
COCCC1CCCCN1C(=O)c1ccc2nc(Cc3ccccc3F)oc2c1 (centres undefined),-12,i,1,5,i,i,i,i,i,i,i
Cc1ccc(S(=O)(=O)Nc2ccc(NC(=O)CN3CCCCC3)cc2)cc1,-5,i,2,6,i,i,i,i,i,i,i
COc1ccc(S(=O)(=O)N2CCN(Cc3ccccc3[N+](=O)[O-])CC2)cc1,-2,i,6,-4,i,i,i,i,i,i,i
O=C(NCC1CCCO1)/C(=C\c1ccco1)NC(=O)c1ccccc1 (centres undefined),-7,i,3,2,i,i,i,i,i,i,i
Cc1ccc(S(=O)(=O)NCCC(=O)Nc2nccs2)cc1,-1,i,6,9,i,i,i,i,i,i,i
N#C/C(=C(/O)COC(=O)Cc1c[nH]c2ccccc12)c1nc2ccccc2[nH]1,-12,i,10,-12,i,i,i,i,i,i,i
CC(=O)Oc1cc2c(cc1Cl)C1(CC(c3ccccc3Cl)O2)CC(C)(C)NC(=S)N1 (centres undefined),-8,i,11,-2,i,i,i,i,i,i,i
CCOc1cc(C(=S)N2CCN(C)CC2)ccc1OCC(=O)N1CCCC1,0,i,0,0,i,i,i,i,i,i,i
CC1CCCC(C)N1c1nnc(N)s1 (centres undefined),-1,i,1,-10,i,i,i,i,i,i,i
Cc1cc(C(F)F)n2nc(C(=O)Nc3sc4c(c3C#N)CCC4)nc2n1,-9,i,1,1,i,i,i,i,i,i,i
CC1CCCN(C(=O)c2ccc3c(c2)OCO3)C1 (centres undefined),-9,i,0,6,i,i,i,i,i,i,i
CC1Cc2ccccc2N1C(=O)CSc1nnc(-c2ccc(S(=O)(=O)N3CCOCC3)cc2)n1C (centres undefined),-2,i,-4,-5,i,i,i,i,i,i,i
CCCCn1c(-c2cc(Cl)ccc2OC)n[nH]c1=S,-8,i,0,6,i,i,i,i,i,i,i
COC(=O)c1cc(C)sc1NC(=O)c1cccnc1,-7,i,3,-3,i,i,i,i,i,i,i
CCSc1ccc(/C(N)=N/OC(=O)c2cccs2)cn1,-2,i,0,0,i,i,i,i,i,i,i
O=C(N/N=C/c1cccc2ccccc12)c1ccccc1Cl,-7,10*,8,42,i,i,i,i,i,i,i
CC1CCCN(CCCOc2ccc([N+](=O)[O-])cc2)C1 (centres undefined),-14,i,-3,-3,i,i,i,i,i,i,i
COC(=O)c1nc(N)sc1C,-7,i,-3,-1,i,i,i,i,i,i,i
Cc1ccn2c(=O)nc(SCC(=O)NC3CCCCC3)nc2c1,-11,i,-3,-3,i,i,i,i,i,i,i
Cc1ccc(-c2csc3ncnc(SCC(=O)NCc4ccc5c(c4)OCO5)c23)cc1,-3,i,0,4,i,i,i,i,i,i,i
Cc1c(Cl)c([N+](=O)[O-])nn1CCCC(=O)Nc1cc(Cl)ccc1Cl,-8,i,3,-3,i,i,i,i,i,i,i
Cc1cccc(Nc2nc(-c3ccc4c(c3)OCCO4)cs2)c1,-6,i,-4,-2,i,i,i,i,i,i,i
C=CCSc1nc2c(C(=O)OCC)nnn2c2ccccc12,-4,i,5,0,i,i,i,i,i,i,i
COc1ccccc1N(CC(=O)Nc1ccccc1C(=O)N1CCCC1)S(C)(=O)=O,-10,i,x,-3,i,i,x,i,i,i,i
COc1ccc(CC(=O)Nc2ccc(N3CCOCC3)cc2)cc1OC,-10,i,-12,-2,i,i,i,i,i,i,i
CCn1cc(CN2CCCC(CNS(=O)(=O)Cc3ccccc3)C2)cn1 (centres undefined),-13,i,6,1,i,i,i,i,i,i,i
CC(C(=O)Nc1nc2ccccc2[nH]1)N1C(=O)C2CC=CCC2C1=O (centres undefined),-2,i,-12,x,i,i,i,i,i,i,i
CCCCN(C(=O)c1ccc(S(=O)(=O)N2CCOCC2)cc1)C1CCS(=O)(=O)C1 (centres undefined),-8,i,15,-5,i,i,i,i,i,i,i
CCOC(=O)c1[nH]c(C)c(C(=O)N2CCN(c3cccc(Cl)c3)CC2)c1C,-13,i,0,-7,i,i,i,i,i,i,i
Cc1cc(CNC(=O)c2ccc3c(c2)OCO3)c2ccccc2n1,-6,i,9,-6,i,i,i,i,i,i,i

DYRK1A inh: what is marked active above
| Compound | TRPC4 PAM | HDAC3 inhib | DYRK1A inh | ANO1 activ | TRPC4 agonist | KCNQ1 block | KCNK3 inh | KCNK9 inh | KCNQ1 pot |
| --- | --- | --- | --- | --- | --- | --- | --- | --- | --- |
| O=C(Cc1c(F)cccc1Cl)Nc1nc2ccccc2s1 | i | 1 | 51* | i | i | i | i | -13* | i |

Further structures:
SMILES,hERG rescue,TRPC4 PAM,HDAC3 inhib,DYRK1A inh,ANO1 activ,TRPC4 agonist,ANO1 block,KCNQ1 block,KCNK3 inh,KCNK9 inh,KCNQ1 pot
CCc1noc(C)c1C(=O)Nc1ccccc1N1CCOCC1,-15,i,3,13,i,i,i,i,i,i,i
COc1cccc(OCCn2cc(C(=O)c3ccco3)c3ccccc32)c1,-18,i,-5,x,i,i,i,i,-12*,-15*,i
CC(Sc1nc(N(C)C)nc(N2CCOCC2)n1)C(=O)Nc1ccccc1 (centres undefined),-7,i,-6,-6,i,i,i,i,i,i,i
CCC(C)(C)NC(=O)CN(CC1CCCO1)C(=O)CNS(=O)(=O)c1ccccc1 (centres undefined),-6,i,3,-5,i,i,i,i,i,i,i
CCC(C(=O)NC1CCCCCC1)c1ccccc1 (centres undefined),-7,i,6,-11,i,i,i,i,i,i,i
O=C1C2=C(CCCC2)C(=O)N1c1cccc(OCCBr)c1,-8,i,1,-7,i,i,i,i,i,i,i
CCOC(=O)c1ccccc1NC(=O)c1cccc(F)c1,-5,i,-4,5,i,i,i,i,i,i,i
O=S(=O)(c1ccc(F)cc1)c1nc(-c2ccco2)oc1Nc1ccc(F)cc1,-4,i,10,-1,i,i,i,i,i,i,i
COc1ccc(C/C(N)=N/OC(=O)CCc2ccccc2)cc1,-1,i,-3,-4,i,i,i,i,i,i,i
Cc1ccc(S(=O)(=O)NCCC(=O)N2CCC(Cc3ccccc3)CC2)cc1,-11,i,3,-3,i,i,i,i,i,i,i
COc1cc(CNn2cnnc2)ccc1OCC(=O)NC(C)(C)C,-10,i,-12,11,i,i,i,i,i,i,i
COc1ccc(C)cc1N(C(=O)CNC(=O)c1ccco1)C(C(=O)NC1CCCC1)c1cccnc1 (centres undefined),-13,i,-2,-4,i,i,i,i,i,i,i
COCCN(C(=S)Nc1ccc(C(C)C)cc1)C(C)c1cccs1 (centres undefined),-8,i,9,13,i,i,25*,i,i,i,i
COc1ccc(NC(=O)Nc2ccc(C(=O)N3CCOCC3)cc2)cc1,-6,i,2,4,i,i,i,i,i,i,i
ClCc1c2ccccc2cc2ccccc12,x,x,-4,-7,i,x,i,x,i,x,x

Whole records, looked up by structure.
COc1ccc(NC(=O)C2CCC(CNc3c(N4CCC(C)CC4)c(=O)c3=O)CC2)cc1OC (centres undefined) as listed: hERG rescue = -10; TRPC4 PAM = i; HDAC3 inhib = 0; DYRK1A inh = 4; ANO1 activ = i; TRPC4 agonist = i; ANO1 block = i; KCNQ1 block = i; KCNK3 inh = i; KCNK9 inh = i; KCNQ1 pot = i
CCCCN(C(=O)c1ccc(S(=O)(=O)N2CCOCC2)cc1)C1CCS(=O)(=O)C1 (centres undefined) as listed: hERG rescue = -8; TRPC4 PAM = i; HDAC3 inhib = 15; DYRK1A inh = -5; ANO1 activ = i; TRPC4 agonist = i; ANO1 block = i; KCNQ1 block = i; KCNK3 inh = i; KCNK9 inh = i; KCNQ1 pot = i

Bioassay records (PubChem)
